# Screens deposited in PubChem BioAssay by National Center for Advancing Translational Sciences (NCATS).
# HCMV inh: blocks human cytomegalovirus replication. AID 1259415. actives 4.5% (n = 410,000). activity change, negative = inhibition, % at 57.5 µM. HFF cells, HCMV-luciferase reporter, 72 h; stronger effect = lower value; in the data active = activity change below about -60%; inconclusive = no clear call, values can overlap the other calls; inactive = above about -39%
#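 After 16 h attachment at 37C, HFF cells received test compound and HCMV-luciferase (1 PFU/cell); reporter luminescence read 72 h later, data normalized against buffer-only and known inhibitor Salinomycin.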
# AMA1-RON2 inh: inhibitors of Plasmodium falciparum AMA1-RON2 interaction. actives 0.2% (n = 360,000). Potency, µM (doses to about 58.2 µM), for inactives: at the top dose activity change, negative = inhibition, most hits filed as inhibitors. AID 720542. AlphaScreen AMA1-biotinylated RON2 peptide binding;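 also: potency is read from the fitted curve at half-maximal effect; 0% = vehicle wells and -100% = peptide control; nearly all actives have a fitted effect of over 45% in size; some results filed as inactive show a strong effect at the top dose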
#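 AMA1 (3D7) with his tag at 25 nM final met compounds first, then biotinylated RON2 peptide at 25 nM; detection used donor plus acceptor beads, 10 µg/mL apiece, read by AlphaScreen after 30 min at room temperature.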
# TbPYK inhibitor: blocks Trypanosoma brucei pyruvate kinase. Q57TT1. Potency, µM (series often up to 76.8 µM), for the others: top-dose activity, negative = inhibition, usual class: inhibitors. actives 0.12% (n = 410,000). TbPYK enzyme, Kinase-Glo Plus ATP luminescence, 45 min; also: potency is read from the fitted curve at half-maximal effect; nearly all actives have a fitted effect of over 50% in size
#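 Screened from lowest to highest concentration, compounds were pinned into TbPYK/substrate mixtures, and ADP (130 uM final) was added. Plates sat at room temperature for 45 min prior to Kinase-Glo Plus detection by luminescence.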
# AmpC inh detg: AmpC beta-lactamase inhibition with detergent present | P00811 | AmpC hydrolysis of nitrocefin, absorbance 480 nm, 0.01% Triton | Potency, µM (series often up to 114 µM), inactives show at the top dose activity change, negative = inhibition, hits mostly inhibitors | actives 0.041% (n = 370,000) | AID 485294;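 also: potency is read from the fitted curve at half-maximal effect; 0% = no-compound wells and -100% = no-enzyme wells; nearly all actives have a fitted effect of over 25% in size; some results filed as inactive show a strong effect at the top dose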
# Target sequence (P00811 whole entry, looked up): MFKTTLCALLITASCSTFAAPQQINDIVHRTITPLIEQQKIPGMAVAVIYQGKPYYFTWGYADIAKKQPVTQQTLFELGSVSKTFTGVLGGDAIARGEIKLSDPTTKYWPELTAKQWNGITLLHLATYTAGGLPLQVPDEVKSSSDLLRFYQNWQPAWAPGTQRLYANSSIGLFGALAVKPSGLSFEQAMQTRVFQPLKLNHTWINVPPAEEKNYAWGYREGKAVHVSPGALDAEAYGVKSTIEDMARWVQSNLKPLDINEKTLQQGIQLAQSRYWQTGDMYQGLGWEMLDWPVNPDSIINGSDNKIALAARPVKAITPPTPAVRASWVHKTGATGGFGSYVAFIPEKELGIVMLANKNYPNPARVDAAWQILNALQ
#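 AmpC (5.3 nM in the dispensed reagent) in 20 mM phosphate pH 7.0 with 0.01% (detergent screen) or 0.0001% Triton X-100 was preincubated with compounds for 15 min at room temperature. Nitrocefin was then added from an 800 uM solution, and hydrolysis was followed at 480 nm.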
# AmpC no deterg: AmpC beta-lactamase inhibition without detergent; AmpC nitrocefin hydrolysis, absorbance 480 nm, 0.0001% Triton; P00811; Potency, µM (top dose mostly 57.1 µM), for the others: at the top dose activity change, negative = inhibition, usual class: inhibitors; actives 0.52% (n = 330,000);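 also: potency is read from the fitted curve at half-maximal effect; plate controls were no compound for no effect and no enzyme for full effect; nearly all actives have a fitted effect of over 20% in size; some results filed as inactive show a strong effect at the top dose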
#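 AmpC (5.3 nM in the dispensed reagent) in 20 mM phosphate pH 7.0 with 0.01% (detergent screen) or 0.0001% Triton X-100 was preincubated with compounds for 15 min at room temperature. Nitrocefin was then added from an 800 uM solution, and hydrolysis was followed at 480 nm.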
# LmPK inhibitor: LmPK (Leishmania mexicana) enzyme inhibition. Q27686. actives 0.37% (n = 290,000). purified LmPK, Kinase-Glo ATP luminescence, 1 h. Potency, µM (titrated, usually from 57.5 µM), inactives show at the top dose activity change, negative = inhibition, most hits filed as inhibitors; also: potency is read from the fitted curve at half-maximal effect
# Target sequence (Q27686 whole entry, looked up): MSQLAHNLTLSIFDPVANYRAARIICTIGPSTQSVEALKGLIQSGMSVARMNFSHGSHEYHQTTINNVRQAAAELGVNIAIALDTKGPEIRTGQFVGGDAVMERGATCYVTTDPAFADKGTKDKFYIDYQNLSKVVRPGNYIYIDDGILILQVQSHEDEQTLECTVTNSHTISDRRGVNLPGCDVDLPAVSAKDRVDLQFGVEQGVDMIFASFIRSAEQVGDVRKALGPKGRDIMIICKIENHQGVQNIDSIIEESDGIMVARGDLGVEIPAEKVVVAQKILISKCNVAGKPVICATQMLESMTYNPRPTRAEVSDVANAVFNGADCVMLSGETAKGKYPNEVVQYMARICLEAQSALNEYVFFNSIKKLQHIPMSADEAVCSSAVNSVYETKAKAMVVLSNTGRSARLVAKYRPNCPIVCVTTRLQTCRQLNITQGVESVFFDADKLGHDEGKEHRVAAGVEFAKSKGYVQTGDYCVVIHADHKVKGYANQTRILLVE
#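 Pyruvate kinase activity monitored as ATP production (luciferase luminescence). Conditions: 0.1 nM enzyme, 0.5 mM PEP, 0.1 mM ADP, 1 h, RT; normalized against uninhibited and no-enzyme wells.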
# HCV inh: blocks hepatitis C virus | actives 3.4% (n = 340,000) | Huh7.5.1 HCVcc-Cre infection, luciferase reporter, 44 h | AID 651820 | Potency, µM (series often up to 41.8 µM), without a hit: top-dose activity change, negative = inhibition, most hits filed as inhibitors; also: potency is read from the fitted curve at half-maximal effect
#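 A cell-based infection assay in which seeded cells (1,000 per well) receive test compound after 4 h, are inoculated with HCVcc-Cre at approximately 0.5 moi, and are incubated 44 h before luminescence detection.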
# An asterisk follows results filed as active; ? = inconclusive; . = not tested or not shown; & = joins results of further samples; [ ] = another dose, or the depositor's remark. Unless noted, calls follow the shape of the dose curve; as a rule, active = well fitted curve in the direction sought with a large enough effect; inconclusive = small, poorly fitted or top-dose-only effect, or another doubt; inactive = no such curve, though single readings can be large; an effect the other way counts as inactive or inconclusive. Unless noted, % is scaled to controls: 0 for no effect and ±100 for the full control effect.
# Preview, 6 compounds:
SMILES,HCMV inh,AMA1-RON2 inh,TbPYK inhibitor,AmpC inh detg,AmpC no deterg,LmPK inhibitor,HCV inh
O=S(=O)(NCCc1ccccc1)c1cccc2nsnc12,-11,2%,0%,-2%,-14%,6%,3%
CC(=O)c1ccc(NC(=O)C2CCC(CNS(=O)(=O)c3cccs3)CC2)cc1 (stereo not drawn),4,.,1%,13%,.,.,.
COc1ccc(Br)cc1S(=O)(=O)NNC(=O)c1c(C)nc2ccccn12,-38,37%[activator],1%,3%,-27%,4%,13%
COc1ccc(NC(=O)CN2CCN(CC(=O)Nc3ccccc3Cl)CC2)cc1,12,5%,2%,-4%,75%[activator],-2%,-13%
CCN(C[C@H]1N[C@@](CC)(C(=O)OC)[C@H]2C(=O)N(Cc3ccccc3)C(=O)[C@@H]12)C(=O)NC(C)C,0,6%,2%,.,2%,.,6.3µM*
Cc1ccccc1NC(=O)N1CCc2c(sc3c2CCCC3)C1c1ccccc1 (stereo not drawn),-22,.,-3%,-1%,.,.,.

# Main list (from the top)
SMILES,HCMV inh,AMA1-RON2 inh,TbPYK inhibitor,AmpC inh detg,AmpC no deterg,LmPK inhibitor,HCV inh
O=S(=O)(NCCc1ccccc1)c1cccc2nsnc12,-11,2%,0%,-2%,-14%,6%,3%
CC(=O)c1ccc(NC(=O)C2CCC(CNS(=O)(=O)c3cccs3)CC2)cc1 (stereo not drawn),4,.,1%,13%,.,.,.
COc1ccc(Br)cc1S(=O)(=O)NNC(=O)c1c(C)nc2ccccn12,-38,37%[activator],1%,3%,-27%,4%,13%
COc1ccc(NC(=O)CN2CCN(CC(=O)Nc3ccccc3Cl)CC2)cc1,12,5%,2%,-4%,75%[activator],-2%,-13%
CCN(C[C@H]1N[C@@](CC)(C(=O)OC)[C@H]2C(=O)N(Cc3ccccc3)C(=O)[C@@H]12)C(=O)NC(C)C,0,6%,2%,.,2%,.,6.3µM*
Cc1ccccc1NC(=O)N1CCc2c(sc3c2CCCC3)C1c1ccccc1 (stereo not drawn),-22,.,-3%,-1%,.,.,.
NN1C(=O)/C(=C\c2ccco2)SC1=S,-40,-28%,-8%,-5%,-27%,8%,4%
COc1ccccc1NC(=O)Cc1noc(CSc2nnc(C(F)(F)F)n2C)n1,-28,0%,-3%,0%,-31%,-5%,?
CS(=O)(=O)c1ccc(C(=O)OCC(=O)N(CCc2ccccc2)Cc2ccccc2)cc1,.,3%,1%,-13%,58%,.,14%
Cc1cccnc1NC(=O)c1csnn1,-2,8%,0%,1%,-10%,-4%,22%
Cc1ccc(NC(=O)CSC(C)C(=O)NCCc2ccccn2)cc1 (stereo not drawn),-16,0%,7%,1%,0%,12%,0%
O=S(=O)(CCN1CCCC1)NCCNS(=O)(=O)c1ccc(F)cc1Br,47,9%,-4%,.,.,.,21%
COc1ccc(CNC(=O)C2CCCN(C(=O)Nc3ccccc3OC)C2)cc1 (stereo not drawn),-32,-5%,-1%,-1%,-1%,-8%,-12%
COc1ccc(S(=O)(=O)NNc2nc(C)cc(C)n2)cc1[N+](=O)[O-],.,37%[activator],-9%,4%,0%,-4%,8%
COCCNC(=O)/C(C#N)=C/c1c(N2CCN(C)CC2)nc2ccccn2c1=O,.,8%,1%,-5%,-14%,1%,11%
Cc1ccc(Cl)cc1NC(=O)C(=O)N/N=C/c1ccc2c(c1)OCO2,-19,-2%,1%,2%,-23%,-9%,8%
CCOC(=O)C1=C(C)N=c2s/c(=C/c3cccc([N+](=O)[O-])c3O)c(=O)n2C1c1cc(OC)c(OC)c(OC)c1 (stereo not drawn),-30,1%,?,-1%,-17%,-12%,-3%
CCOC(=O)C1CCN(C(=O)COC(=O)c2oc3ccc(OC)cc3c2C)CC1,-7,0%,6%,5%,87%[activator],.,?
O=C(CN1CCC(C(=O)c2ccc(F)cc2)CC1)Nc1ccccc1,?,-1%,-3%,-16%,36%,3%,.
O=S(=O)(c1cccs1)N1CCc2ccccc21,-7,13%,-1%,4%,-22%,2%,5%
CCOC(=O)C1CCN(S(=O)(=O)c2ccccc2[N+](=O)[O-])CC1,-15,-1%,-3%,.,.,.,14%
O=c1[nH]c(CSc2nc(-c3ccc(F)cc3)cs2)nc2ccccc12,-4,9%,-3%,-8%,-28%,3%,12%
Cc1ccc(-c2ccc(CN3C(CC(C)C)C(=O)N(Cc4cn(CC5CCCCC5)nn4)CCS3(=O)=O)cc2)cc1 (stereo not drawn),-16,-2%,-10%,.,.,.,.
COc1cc2c(cc1NC(=O)c1cccnc1)CCCC2,37,4%,1%,-5%,3%,-2%,?
CC(C)(C)c1nc(SCC(=O)N2CCCC2)c2ccccc2n1,8,0%,-1%,-2%,0%,-1%,-16%
COc1ccc(OCC(=O)Nc2nnc(S(=O)(=O)N3CCCCCC3)s2)cc1,30&-3,7%,2%&-2%,-19%&24%,-23%,2%,11%
CCN(CC(=O)Nc1ccc(Br)cc1)C(=O)c1nc2nc(C)cc(C)n2n1,0,2%,-7%,7%,5%,.,26%
CCOC(=O)C1Sc2[nH]c(=O)sc2C(c2ccc(Cl)cc2)C1C(=O)OCC (stereo not drawn),-33,?,-15%,-10%,-17%,-6%,?
ClC1=CCC2CN(CCN3CCCCC3)CC2C1 (stereo not drawn),-30,15%,4%,-15%,-2%,3%,?
CCOc1ccc(OCCOCCN2CCOCC2)cc1,14,24%,-10%,?,34%,0%,23%
O=c1[nH]c(C2CCCN(S(=O)(=O)c3ccccc3Cl)C2)nc2c1nnn2Cc1ccc2c(c1)OCCO2 (stereo not drawn),-17,16%,-5%,1%,-32%,8%,12%
O=c1cc(CN2CCN(c3ccc(F)cc3)CC2)c2cc3c(cc2o1)CCCC3,-62*,-5%,-2%,-8%,-1%,-1%,16%
Cc1cc(C)c(S(=O)(=O)Nc2ccc(N3CCOCC3)cc2)c(C)c1,?,-28%,-5%,3%,-30%,5%,16%
O=C(CC1C(=O)NCCN1Cc1ccccc1C(F)(F)F)NC1CCCCC1 (stereo not drawn),-34,23%,1%,-13%,60%[activator],4%,10%
COc1ccc(-c2nc(CSc3nncn4c3cc3occc34)c(C)o2)cc1,-18,.,-15%,-12%,.,.,.
COc1cccc2c(N/N=C/c3ccc(O)c(O)c3)cc(C)nc12,129,-2%,-24%,0%,-39%,7%,?
O=C(O)c1nn(-c2ccc(F)cc2)ccc1=O,?,-3%,5%,2%,-29%,1%,15%
COc1ccc(C(=O)CSc2nnc(-c3ccco3)o2)cc1,2,-14%,-1%,6%,-3%,2%,-11%
O=C(NNS(=O)(=O)c1ccc(C(=O)NC2CCCC2)cc1)c1ccncc1,9,18%,-5%,5%,-29%,1%,21%
O=c1[nH]n2c(-c3ccccc3)nc(O)c2c2ccccc12,9,5%,1%,2%,-22%,0%,8%
CCCCOc1ccc(Cn2c(=O)oc3ccc(C)cc32)cc1OC,-4,.,-15%,18%,.,.,.
CC1CC(C)CN(C(=O)COC(=O)C2CCN(S(=O)(=O)c3c(Cl)cccc3Cl)CC2)C1 (stereo not drawn),-17,1%,3%,-13%,43%,.,-3%
CCOC(=O)c1cc2c(=O)n3cc(C)ccc3nc2n(Cc2cccnc2)c1=N,.,.,.,-11%,-27%,0%,.
Cc1cccc(OCCCN2CCOCC2)c1C,46,?,30%,2%,-4%,-6%,-1%
CCOC(=O)c1ccccc1-n1nnnc1C,52,30%,9%,1%,-4%,-3%,-6%
CN1C(=O)CS/C1=N\NC(=O)COc1cccc2cccnc12,-18,9%,-10%,-1%,-13%,7%,11%
N#CCCSc1ccccc1NC(=O)c1cc(=O)c2ccccc2o1,0,6%,-7%,2%,-18%,13%,-19%
Cc1ccc(NC(=O)COC(=O)C2CC2C)c(S(=O)(=O)N2CCCCC2)c1 (stereo not drawn),-2,0%,-1%,-19%,-16%,3%,-7%
COc1ccc2nc(NC(=O)c3cccc(OCc4c(C)noc4C)c3)sc2c1,8,44%[activator],10%,-3%,-8%,0%,0.35µM*
Cc1ccc(N(CC(=O)Nc2cc(Cl)ccc2Oc2ccccc2)S(C)(=O)=O)c(C)c1,-10,-3%,-18%,2%,8%,5%,11µM*
O=C1NCCN1c1ncc([N+](=O)[O-])s1,15,11%,-10%,-12%,-22%,.,-3%
CCOc1ccccc1CN1CCN(Cc2cccc3c2OCO3)CC1CCO (stereo not drawn),2,-1%,7%,-4%,40%,5%,-17%
Cc1ccc(CN(Cc2ccco2)C(=S)NCC(=O)NCc2cccnc2)cc1,11,4%,-26%,-4%,48%,8%,-9%
Nc1nc(NCc2ccco2)nc(N2CCOCC2)c1[N+](=O)[O-],2,-10%,-8%,2%,-23%,-1%,-22%
C=C(C)C1CC=C(CN2CCC(O)CC2)CC1 (stereo not drawn),18,-5%,-5%,?,-7%,-9%,-10%
COCCNC(=O)/C(C#N)=C/c1ccc(O)cc1,0,-1%,?,-7%,-17%,13µM*,5%
CCOc1ccc(C(=O)CSCC(=O)O)cc1,20,13%,3%,3%,-13%,-17%,19%
COC(CNC(=O)c1ccc2c(c1)ncn2-c1cc(C)cc(C)c1)OC,-29,15%,-27%,-11%,47%,11%,-16%
COc1ccc(C(=O)c2cn(Cc3cccc(C)c3)c3cc4c(cc3c2=O)OCO4)cc1,-35,.,-10%,-7%,.,.,.
COC(=O)c1ccc(NC(=S)Nc2cccc(C)n2)cc1,38,-5%,-7%,2%,-13%,1%,-3%
# Next section:
SMILES,HCMV inh,AMA1-RON2 inh,TbPYK inhibitor,AmpC inh detg,AmpC no deterg,LmPK inhibitor,HCV inh
O=C(CCN1C(=O)/C(=C/c2cccc(Br)c2)SC1=S)NNC(=O)c1cccnc1,24,57%[activator],0%,-10%,-1%,9%,.
Nc1nonc1-n1nnc(C(=O)N/N=C/c2ccccc2O)c1CN1CCCC1,?,28%,1%,.,.,.,-8%
O=C(NCCc1c[nH]c2ccccc12)C(=O)NCC1OCCN1S(=O)(=O)c1ccccc1 (stereo not drawn),-4,12%,-7%,6%,-47%,-4%,?
COc1ccc(C2CC3(CC(C)(C)NC(=S)N3)Oc3cc(O)cc(C)c32)cc1OC (stereo not drawn),-36,23%,-11%,8%,-18%,1%[11.5 µM],-2%
CN(C)C(=O)N1CCC(C(=O)NC2CCCCCCC2)CC1,-11,0%,-3%,0%,-2%,-4%,8%
CCCCSc1nc2c(cnn2-c2ccc(C)c(C)c2)c(=O)[nH]1,-23,2%,-7%,?,-13%,-1%,1%
O=C(Nc1ccn(Cc2ccccc2)n1)c1n[nH]c([N+](=O)[O-])c1Cl,-1,-19%,4%,-17%,-45%,-24%,12%
